Source: PubChem BioAssay
Pf apPOL inh = Pf-apPOL inhibitors, biochemical, fluorescence; Plasmodium falciparum apicoplast DNA polymerase (apPOL); Recombinant Pf-apPOL, molecular beacon fluorescence, 1.5 h; inhibition, % at 10 µM; 0.25% of 210,000 active; AID 1794808, 2022
mHTT CaM bind = mutant huntingtin-calmodulin interaction inhibitors – biochemical, AlphaScreen, primary screen; AlphaScreen His-mHTT/GST-CaM binding, luminescence; inhibition, % at 15 µM; 3.6% of 190,000 active; AID 1671202, 2021;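 further: 0% = both proteins with DMSO and 100% = one protein alone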
* = called active by the depositor; . = no result given; & = joins results of further samples. No stated cut-off is given here; in the data, active means inhibition above about 50%; inactive means the rest. An unsorted share of the library. Share with any hit: about 3.7%.

1	O=C1CCCC2=C1C(c1cc3c(cc1[N+](=O)[O-])OCO3)Nc1ccccc1N2 (stereo not drawn)
2	COCCn1c(CC2CCN(C(=O)c3ccccc3Cl)C2)nc2cccnc21 (stereo not drawn)
3	CCn1cc2c3c(cccc31)CN(C(=O)Nc1ccc(SC)cc1)CC2
4	COC(=O)c1ccc(C(=O)NCC2CCC(c3nc4ccccc4n3C)CC2)cc1 (stereo not drawn)
5	C=CCNC(=O)C1CC(=O)N(Cc2ccccc2F)C1 (stereo not drawn)
6	COc1cccc(C(=O)Nc2cccc(-c3nc4cc(C)ccc4o3)c2)c1
7	Cn1nc2c(c1NC(=O)c1cccc(N3C(=O)CCC3=O)c1)CCC2
8	O=S(=O)(CCc1nc2ccccc2[nH]1)CCc1nc2ccccc2[nH]1

| Screen / compound no. | 1 | 2 | 3 | 4 | 5 | 6 | 7 | 8 |
| --- | --- | --- | --- | --- | --- | --- | --- | --- |
| Pf apPOL inh | 9.9&-4.5 | -9.5 | -0.2 | -7.3 | -1.9 | -75.7 | -8.8 | -7.2 |
| mHTT CaM bind | 10.0&6.4 | 4.1 | 7.2 | -10.5 | -7.1 | 2.3 | -6.0 | . |

2 compounds drawn at random from the list so far, as already listed:
1	O=C1CCCC2=C1C(c1cc3c(cc1[N+](=O)[O-])OCO3)Nc1ccccc1N2 (stereo not drawn)
5	C=CCNC(=O)C1CC(=O)N(Cc2ccccc2F)C1 (stereo not drawn)

| Screen / compound no. | 1 | 5 |
| --- | --- | --- |
| Pf apPOL inh | 9.9&-4.5 | -1.9 |
| mHTT CaM bind | 10.0&6.4 | -7.1 |

Next part.
9	COc1cccc(C(=O)CSc2ccc(NC(=O)C3CC3)nn2)c1
10	Cc1sc(NC(=O)COc2ccc(Cl)cc2)c(C#N)c1C
11	COc1c(F)cc(Br)cc1[N+](=O)[O-]
12	O=C(Nc1c2c(nn1-c1cccc(Cl)c1)CS(=O)(=O)C2)c1ccco1
13	CCOc1ccc(NC(=O)c2cc(Cl)ccc2OC)c([N+](=O)[O-])c1
14	O=C(NCCc1ccccc1)N1CCC2(CC1)Nc1cccnc1NC2=NC1CCCC1
15	O=C(Nc1cc(Cl)c(Cl)cc1Cl)c1ccccc1Br
16	C=CCN(CC=C)C[C@@H]1CSCCS(=O)(=O)N1

| Screen / compound no. | 9 | 10 | 11 | 12 | 13 | 14 | 15 | 16 |
| --- | --- | --- | --- | --- | --- | --- | --- | --- |
| Pf apPOL inh | -7.7 | 0.8 | . | -3.5 | 0.3 | -4.7 | 8.3 | -4.1 |
| mHTT CaM bind | -7.6 | 1.1 | -4.6 | 0.0 | 1.9 | 7.7 | -8.6 | -10.6 |

17	CC1CCCN(C(=O)C2CCC(CNS(=O)(=O)c3ccc(Br)s3)CC2)C1 (stereo not drawn)
18	Cc1cccc(CC(=O)N2CCC(c3nc4ccncc4n3C)C2)c1 (stereo not drawn)
19	COc1cccc(CN2CCN(c3ccccc3OC)C(=O)C2C)c1 (stereo not drawn)
20	Cc1ccsc1C(=O)N1CC2CC(NS(C)(=O)=O)C1C2 (stereo not drawn)
21	Cc1ncc2c(n1)CCN(C(=O)Nc1cccc(Cl)c1C)C2
22	c1ccc(-c2ccc(C3CC(c4cccs4)n4nnnc4N3)cc2)cc1 (stereo not drawn)
23	NNCCc1ccccc1
24	COc1ccc(/C=C2/N=C(c3ccc(Cl)cc3)OC2=O)cc1OC

| Screen / compound no. | 17 | 18 | 19 | 20 | 21 | 22 | 23 | 24 |
| --- | --- | --- | --- | --- | --- | --- | --- | --- |
| Pf apPOL inh | -3.5 | -3.0 | -0.1 | 1.2 | -3.5 | -8.3 | 10.4 | -2.5 |
| mHTT CaM bind | 2.0 | -0.2 | 23.3 | -6.7 | -4.2 | 31.0 | . | 6.0 |

Down the list, quoted from above.
Pf apPOL inh for nos. 9 to 20: -7.7, 0.8, ., -3.5, 0.3, -4.7, 8.3, -4.1, -3.5, -3.0, -0.1, 1.2
mHTT CaM bind for nos. 9 to 20: -7.6, 1.1, -4.6, 0.0, 1.9, 7.7, -8.6, -10.6, 2.0, -0.2, 23.3, -6.7

Carrying on:
25	COc1ccc(CCNC(=O)CCS(=O)(=O)Cc2ccccc2C)cc1OC
26	CC(=O)NCc1csc(C2CCN(S(=O)(=O)c3cc(F)ccc3F)CC2)n1
27	O=C1c2ccccc2C(=O)N1CC(=O)N(Cc1ccccc1)c1cccc([N+](=O)[O-])c1
28	Cc1cc(N2C(=O)c3ccccc3C2=O)nc(=O)[nH]1
29	Cc1ccc(NC(=O)CSc2nc3c(c(=O)n2-c2ccc(Cl)cc2)SCC3)cc1Cl
30	CC(=O)c1sc(Nc2ccc(Oc3ccccc3)cc2)nc1C
31	CC(C)(Cc1c(C(=O)O)cnn1-c1ccccc1)C(=O)Nc1ccccc1
32	CC12CN3CC(C)(CN(C1)C31C(=O)N(Cc3ccccc3)c3ccccc31)C2=O (stereo not drawn)

| Screen / compound no. | 25 | 26 | 27 | 28 | 29 | 30 | 31 | 32 |
| --- | --- | --- | --- | --- | --- | --- | --- | --- |
| Pf apPOL inh | -12.6 | -2.9 | -0.6&-4.9 | -2.7 | -7.9 | -3.8 | -6.6 | -5.4 |
| mHTT CaM bind | -5.0 | 3.0 | -9.6&-0.9 | -4.0 | 7.0 | -2.5 | -7.0 | -2.0 |

Laid out differently: entries from further up
Below each SMILES – Pf apPOL inh | mHTT CaM bind
[26] CC(=O)NCc1csc(C2CCN(S(=O)(=O)c3cc(F)ccc3F)CC2)n1
→ -2.9 | 3.0
[32] CC12CN3CC(C)(CN(C1)C31C(=O)N(Cc3ccccc3)c3ccccc31)C2=O (stereo not drawn)
→ -5.4 | -2.0
[28] Cc1cc(N2C(=O)c3ccccc3C2=O)nc(=O)[nH]1
→ -2.7 | -4.0
[30] CC(=O)c1sc(Nc2ccc(Oc3ccccc3)cc2)nc1C
→ -3.8 | -2.5

The results go on.
33	COCCN1COc2ccc3c(=O)c(Oc4ccccc4OC)coc3c2C1
34	c1csc(Cc2cccs2)c1
35	O=C(Nc1ccccc1F)C1CCc2sc(C(=O)N3CCOCC3)cc2C1 (stereo not drawn)
36	O=C(Nc1ccc2c(c1)OCCO2)C1CCCN(c2nccnc2Sc2ccccc2)C1 (stereo not drawn)
37	CCNc1cc(N2CCCC(CCC(=O)Nc3cccc(C)c3C)C2)ncn1 (stereo not drawn)
38	COc1ccc(-n2nc3c(c2NC(=O)c2cc(OC)c(OC)c(OC)c2)CS(=O)C3)cc1 (stereo not drawn)
39	NC(=O)C1CCN(CC(O)COc2ccc(-c3csnn3)cc2)CC1 (stereo not drawn)
40	CC1CCC(NC(=O)CC(C(=O)N2CCc3ccccc32)n2ccnc2)CC1 (stereo not drawn)

| Screen / compound no. | 33 | 34 | 35 | 36 | 37 | 38 | 39 | 40 |
| --- | --- | --- | --- | --- | --- | --- | --- | --- |
| Pf apPOL inh | -1.5 | . | -2.9 | -2.4 | 0.0 | -38.4 | -0.3 | -8.6 |
| mHTT CaM bind | -0.7 | -8.3 | 4.5 | 22.3 | -3.2 | -1.0 | . | 9.0 |

41	O=C(c1ccc(F)cc1)N1CCCC1c1ccc(Cl)cc1 (stereo not drawn)
42	CC(C)Oc1ccc(CNC(=O)C2CCCN(C(=O)c3ccccc3Cl)C2)cc1 (stereo not drawn)
43	CC1Cc2nc(SCC(=O)Nc3ccc(F)cc3)n(C)c(=O)c2S1 (stereo not drawn)
44	O=C(NCc1ccc(OC(F)(F)F)cc1)c1coc(NC(=O)C2CC2)n1
45	NNc1nc(-c2ccc(Br)cc2)nc2ccccc12
46	COc1ccc(C(=O)NCCC2CCN(C(=O)c3ccccc3)CC2)c(OC)c1
47	CCCSc1nnc2c(n1)OC(c1ccco1)Nc1ccccc1-2 (stereo not drawn)
48	CCOCCCNC(=O)CC1CCN(C(=O)c2[nH]c(C)cc2C)CC1

| Screen / compound no. | 41 | 42 | 43 | 44 | 45 | 46 | 47 | 48 |
| --- | --- | --- | --- | --- | --- | --- | --- | --- |
| Pf apPOL inh | -1.9 | 3.0 | -6.6 | -7.5 | 0.5 | -1.9 | -4.9 | -1.8 |
| mHTT CaM bind | -1.9 | 28.8 | -1.0 | -12.6 | 22.0 | 34.8 | 7.0 | -9.8 |

49	O=C(O)C1C2C=CC(C2)C1C(=O)NCc1ccc(-c2cccs2)s1 (stereo not drawn)
50	Cc1cccc(NC(=O)NCc2ccnc(N3CCSCC3)c2)c1C
51	COc1cccc(C2CC(=O)Nc3n[nH]c(C)c32)c1OCc1ccccc1F (stereo not drawn)
52	CCc1noc(COC2CCCN(C(=O)NCc3ccccc3)C2)n1 (stereo not drawn)
53	O=C(CN1N=C(c2ccc(Cl)cc2)CCC1=O)NCCCN1CCc2ccccc2C1
54	CCCCOc1ccc(-c2nc(C=Nc3ccc(I)cc3)c(O)o2)cc1
55	O=C(NCc1ccccn1)c1cc2c(s1)CCN(C(=O)c1ccc(F)cc1)C2
56	c1cc(-c2nn3c(C4CCCCC4)nnc3s2)ccn1

| Screen / compound no. | 49 | 50 | 51 | 52 | 53 | 54 | 55 | 56 |
| --- | --- | --- | --- | --- | --- | --- | --- | --- |
| Pf apPOL inh | -15.8 | -3.6 | -2.9 | -2.0 | -13.1 | 0.7 | -3.0 | . |
| mHTT CaM bind | . | 8.0 | -1.5 | -24.7 | 20.0 | 0.0 | 0.7 | -2.6 |

57	CCOC(=O)Cn1sc2nc(C)cc(C)c2c1=O
58	CCOc1ccc2c(=O)c(-c3ccccc3OC)c(C(F)(F)F)oc2c1
59	COc1ccc(C2C(=O)N(C3CCCCC3)CC(=O)N2Cc2cccs2)cc1OC (stereo not drawn)
60	Cc1ccccc1C1CN(C(=O)c2cccs2)CC1C(=O)NCC(C)C (stereo not drawn)
61	Cc1c(NC(=O)Cc2ccc(F)cc2)cccc1-n1cnnn1
62	COc1cc(NS(=O)(=O)c2ccccc2)ccc1NS(=O)(=O)c1ccccc1
63	CCN(CCCNC(=O)c1cn(C)c(=O)c2c1c1ccccc1n2C)c1ccccc1
64	O=C(NCCCN1CCOC(c2ccccc2)C1)c1ccco1 (stereo not drawn)

| Screen / compound no. | 57 | 58 | 59 | 60 | 61 | 62 | 63 | 64 |
| --- | --- | --- | --- | --- | --- | --- | --- | --- |
| Pf apPOL inh | 19.4 | -1.3 | -8.8 | 3.8 | -3.2 | -4.0 | -1.0 | -2.0 |
| mHTT CaM bind | . | -14.0 | 22.0 | -12.1 | -17.3 | -8.6 | 2.0 | 1.0 |

Reformatted with each value named: part of the list above
62) COc1cc(NS(=O)(=O)c2ccccc2)ccc1NS(=O)(=O)c1ccccc1
  Pf apPOL inh = -4.0 | mHTT CaM bind = -8.6
61) Cc1c(NC(=O)Cc2ccc(F)cc2)cccc1-n1cnnn1
  Pf apPOL inh = -3.2 | mHTT CaM bind = -17.3
58) CCOc1ccc2c(=O)c(-c3ccccc3OC)c(C(F)(F)F)oc2c1
  Pf apPOL inh = -1.3 | mHTT CaM bind = -14.0
63) CCN(CCCNC(=O)c1cn(C)c(=O)c2c1c1ccccc1n2C)c1ccccc1
  Pf apPOL inh = -1.0 | mHTT CaM bind = 2.0

(continued)
65	CCOC(=O)NC(NNc1ccccc1)(C(F)(F)F)C(F)(F)F
66	Cc1ccc(NS(=O)(=O)c2ccc(NS(C)(=O)=O)cc2)c(C)c1
67	O=C1CCC(C(=O)N(Cc2cccs2)C2(C(=O)NC3CCCC3)CCCCC2)N1 (stereo not drawn)
68	Cn1cnnc1Sc1cc(N2CCCC2)ccc1[N+](=O)[O-]

| Screen / compound no. | 65 | 66 | 67 | 68 |
| --- | --- | --- | --- | --- |
| Pf apPOL inh | -15.6 | 10.4 | -5.4 | -12.8 |
| mHTT CaM bind | . | -1.8 | 1.0 | 0.6&7.2 |
